Screens: PubChem, National Center for Advancing Translational Sciences (NCATS)
SW480 rereplic = inducers of DNA re-replication in SW480 colon cancer cells; 1.8% of 340,000 active; Potency, µM (doses to about 46.1 µM), without a hit: at the top dose re-replication activation, most hits filed as activators; SW480 DNA re-replication, Hoechst DNA content imaging, 48 h; AID 624297; note: potency is the fitted concentration of half-maximal effect; % of control where 0% means no effect; nearly all actives have a fitted effect of over 55% in size
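SW480 cells exposed to compounds for 48 hr at 37 C, 5% CO2, then Hoechst-stained 40 min. Nuclear DNA content imaged by fluorescence scanning (405 nm excitation, 500-530 nm emission); re-replication scored as increased high-intensity nuclei.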
ATXN viability = viability counter-screen for ATXN expression inhibitors. AID 651635. S2 cells (HEK-293 line with an ATXN2-luciferase reporter) viability, CellTiter-Fluor protease fluorescence, 24 h. 0.49% of 400,000 active. Potency, µM (highest dose often 56.7 µM), usual class: cytotoxic; note: potency is the fitted concentration of half-maximal effect; nearly all actives have a fitted effect of over 40% in size
HT1080-NT tox = kills 2HG-producing HT-1080-NT fibrosarcoma cells; 1.6% of 360,000 active; HT-1080-NT fibrosarcoma viability, CellTiter-Glo ATP luminescence, 48 h; Potency, µM (top dose mostly 46.1 µM), without a hit: at the top dose activity, negative = less viability, usual class: cytotoxic;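 note: NT is the 2HG producing partner of a matched IDH1 knockdown line; potency is the fitted concentration of half-maximal effect; 0% = DMSO-treated cells and -100% = media-only wells without cells; nearly all actives have a fitted effect of over 55% in size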
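Luminescent CellTiter-Glo readout after 48 hours of compound exposure at 37 degrees C defined viability of HT-1080-NT cells. Activity was normalized to DMSO wells and cell-free media wells; concentration-response curves were fitted and assigned curve classes.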
MCF10A rerep = inducers of DNA re-replication in MCF 10A breast cells; Potency, µM (doses to about 46.1 µM), for the others: at the highest dose activity, positive = re-replication, most hits filed as activators; AID 624296; 2.9% of 350,000 active; MCF 10A DNA re-replication, Hoechst nuclear intensity, 48 h; note: potency is the fitted concentration of half-maximal effect; % of control where 0% means no effect; nearly all actives have a fitted effect of over 50% in size
KB-3-1 cytotox = KB-3-1 parental cell cytotoxicity | Potency, µM (highest dose often 46.1 µM), for the others: at the top dose activity change, negative = cytotoxic, actives largely listed as cytotoxic | KB-3-1 viability, CellTiter-Glo ATP luminescence, 72 h | 1.4% of 400,000 active; note: potency is the fitted concentration of half-maximal effect; % is set by controls: 0 for no effect and ±100 for the full control effect; nearly all actives have a fitted effect of over 60% in size
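Using CellTiter-Glo luminescence, growth of non-resistant KB-3-1 adenocarcinoma cells is assessed 72 h after pin-tool compound addition at 37 °C. Normalized responses across the concentration series yield fitted curves.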
ATXN2 expr inh = inhibitors of ATXN2 expression; HEK-293 ATXN2-luciferase reporter, luminescence, 24 h; Potency, µM (highest dose often 57 µM), inactives show at the top dose activity change, negative = inhibition, usual class: inhibitors; 0.72% of 360,000 active; note: potency is the fitted concentration of half-maximal effect; % is set by controls: 0 for no effect and ±100 for the full control effect; nearly all actives have a fitted effect of over 55% in size
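qHTS (up to 57 uM final) was run with 24 h compound exposure of reporter cells at 37 °C. Each well was multiplexed: SteadyGlo luminescence measured ATXN2-luciferase expression after a fluorogenic Gly-Phe-AFC viability readout (25 uM final).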
HT1080 IDH1KD tx = kills HT-1080 cells with IDH1 knockdown; HT-1080 IDH1 knockdown viability, ATP luminescence, 48 h; Potency, µM (titrated, usually from 46.1 µM), inactives show at the highest dose activity, negative = toxicity, most hits filed as cytotoxic; 2% of 360,000 active; AID 686971;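 note: potency is the fitted concentration of half-maximal effect; 0% = DMSO wells and -100% = cell-free medium wells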
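Using the IDH1-knockdown HT-1080 line run in the same batch and compound series as the NT line, viability after 48 h at 37 °C was determined by CellTiter-Glo luminescence and expressed as % activity.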
IL1B secr inh = blocks inflammasome-driven IL-1 beta release; AID 743279; THP-1 LPS/ATP IL-1B secretion, AlphaLISA, 16 h; active compounds read low; activity change, % at 57.5 µM; 4.7% of 360,000 active; in the data active = activity change below about -50%; inconclusive = mostly about -30% to -49%; note: % is set by controls: 0 for no effect and ±100 for the full control effect
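Secreted IL-1B measured by AlphaLISA bead assay after 16 h compound exposure of THP-1 cells; compounds (final up to 57.5 uM) added 1 h before LPS (250 ng/mL) and ATP (1.25 mM) stimulation; lower signal means less secretion.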
KB-V1 MDR tox = kills drug-selected multidrug resistant KB-V1 cells; KB-V1 MDR cells viability, CellTiter-Glo, 72 h; Potency, µM (series often up to 46.1 µM), for inactives: top-dose activity change, negative = cytotoxicity, hits mostly cytotoxic; 3.4% of 400,000 active; note: potency is the fitted concentration of half-maximal effect; % is set by controls: 0 for no effect and ±100 for the full control effect; nearly all actives have a fitted effect of over 60% in size
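Cells of the MDR subline KB-V1 are plated, dosed with compound at multiple concentrations, and incubated 72 h at 37 degrees C; CellTiter-Glo is then added and luminescence read after 10 min.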
Active calls of the source: *; i = inactive; ? = inconclusive; . = no result given; [ ] = another dose, or the depositor's remark. Unless noted, calls come from the whole dose curve; as a rule, active = well fitted curve in the direction sought with a large enough effect; inconclusive = small, poorly fitted or top-dose-only effect, or another doubt; inactive = no such curve, though single readings can be large; an effect the other way counts as inactive or inconclusive.

SMILES	SW480 rereplic	ATXN viability	HT1080-NT tox	MCF10A rerep	KB-3-1 cytotox	ATXN2 expr inh	HT1080 IDH1KD tx	IL1B secr inh	KB-V1 MDR tox
COc1ccc(Br)cc1/C=N/NC(=O)CNC(=O)c1cccnc1	-17%	i	-24%	5%	-1%	-29%	?	72	5%
O=P(O)(O)c1ccccc1OCCCCCOc1ccccc1P(=O)(O)O	6%	i	?	-2%	1%	-5%	-3%	-10	-15%
CCCC(=O)Nc1nn(CC)c2nc3ccc(C)cc3cc12	?	i	11%	?	5%	.	11%	-12	12%
COC(=O)C1=C(C)NC(C)=C(C(=O)OC)C1C(=O)OCc1nc2cc(C(=O)OC)ccc2c(=O)[nH]1	0%	i	1%	-2%	0%	-9%	10%	7	23%
CC(=O)N(Cc1ccccc1)C(CC(=O)NCc1ccccc1)C(=O)O (stereo not given)	-3%	i	0%	-2%	1%	1%	?	-1	3%
O=C(Nc1nc(-c2cc(Cl)sc2Cl)cs1)c1cccs1	18%	?	?	8.2µM*	?	?	12µM*	?	?
Nc1ccccc1C(=O)NNc1c2ccccc2nc2ccccc12	0%	?	-10%	-1%	?	.	-16%	-2	-25%
Cc1cccc2cc(COC(=O)c3ccccn3)c(=O)[nH]c12	-4%	i	16%	-4%	2%	7%	12%	17	6%
COc1ccc(/C=c2\s/c(=C(/C#N)C(=O)NCc3ccco3)n(-c3ccccc3)c2=O)cc1	24%	.	0%	?	?	7%[11.3 µM]	-2%	5	0%
COc1ccc(-c2ccc(SCC(=O)NCC3CCCO3)nn2)cc1OC (stereo not given)	-3%	i	-12%	2%	26%	5%	-9%	32	-14%
CC(=O)N1c2ccccc2NC2=C(C(=O)CCC2)C1c1ccco1 (stereo not given)	?	i	-15%	19%	-20%	-5%	-21%	21	3%
Cc1cc(-c2nnc(SCC(=O)Nc3ccc(S(N)(=O)=O)cc3)n2N)n[nH]1	-4%	i	0%	1%	-5%	4%	2%	-8	10%
Cc1ccc(N(Cc2ccccc2)C(=O)c2cccc(S(=O)(=O)N3CC(C)OC(C)C3)c2)cc1 (stereo not given)	-37%[inhibitor]	?	-12%	?	?	?	-6%	-29	0%
Cc1nc(C(=O)Nc2cccc(Cl)c2)nn1-c1cc(OC(C)C)c(Cl)cc1Cl	30%	i	0%	12%	-16%	-11%	-5%	-5	?
CCC(=O)NCc1ccc(-c2nc3ncccc3o2)cc1	-37%[inhibitor]	?	6%	-1%	7%	-6%	5%	4	0%
Cc1cccc(Cn2c(Sc3nc(C)cs3)nc3c2c(=O)[nH]c(=O)n3C)c1	-8%	?	-1%	0%	-28%	4%	2%	26	4.1µM*
COc1ccc(-c2cc(NC=O)c3ncc(-c4cnn(C)c4)n3c2)cc1	.	.	?	.	?	-22%	?	0	18µM*
COc1ccc2c(c1)c(=O)oc1cc(OCC(=O)N3CCc4ccccc4C3)ccc12	0%	i	-5%	1%	-6%	?	-4%	-2	0%
CCOc1ccc(N(CC(=O)Nc2ccc(Br)cc2)S(C)(=O)=O)cc1	-5%	i	-10%	-1%	-2%	.	2%	-28	?
Cn1c(=O)n(C)c2cc(S(=O)(=O)Nc3ccccc3O)ccc21	-9%	i	19%	-5%	3%	17%	19%	11	?

Single records (already shown):
Results for COc1ccc(-c2ccc(SCC(=O)NCC3CCCO3)nn2)cc1OC (stereo not given) : SW480 rereplic = -3%; ATXN viability = i; HT1080-NT tox = -12%; MCF10A rerep = 2%; KB-3-1 cytotox = 26%; ATXN2 expr inh = 5%; HT1080 IDH1KD tx = -9%; IL1B secr inh = 32; KB-V1 MDR tox = -14%
Results for CC(=O)N1c2ccccc2NC2=C(C(=O)CCC2)C1c1ccco1 (stereo not given) : SW480 rereplic = ?; ATXN viability = i; HT1080-NT tox = -15%; MCF10A rerep = 19%; KB-3-1 cytotox = -20%; ATXN2 expr inh = -5%; HT1080 IDH1KD tx = -21%; IL1B secr inh = 21; KB-V1 MDR tox = 3%

New compounds follow.
SMILES	SW480 rereplic	ATXN viability	HT1080-NT tox	MCF10A rerep	KB-3-1 cytotox	ATXN2 expr inh	HT1080 IDH1KD tx	IL1B secr inh	KB-V1 MDR tox
COc1ccc(C(=O)N2CCOCC2)cc1S(=O)(=O)N1CCCc2ccccc21	-4%	i	-4%	9%	?	.	0%	36	-9%
NC(=O)CSc1nc2ccccc2c(=O)n1-c1ccccc1	2%	i	4%	?	0%	-10%	-17%	6	3%
COc1ccc(-c2nc3c(C)cc(Br)cn3c2CC(C)(C)C)cc1OC	.	?	4%	.	0%	4%	-6%	13	4%
COc1cccc(OCC(=O)O/N=C(\N)c2ccc(OC)c(OC)c2)c1	-1%	?	16%	0%	15%	4%	9%	-5	?
N#CC1(Nc2ccccc2)C(=O)Nc2ccccc21 (stereo not given)	-10%	i	15%	-2%	-4%	1%	13%	6	?
Cc1c(CCOC(=O)c2ccccc2)sc[n+]1Cc1ccccc1	-7%	i	-17%	?	-20%	7%	-1%	3	11%
C=CCNC(=S)NNC(=O)C(CCCC)CC(C)(C)O (stereo not given)	?	i	9%	4%	10%	6%	12%	0	-9%
Cc1nc(N)[nH]c(=O)c1Oc1cccc(C(F)(F)F)c1	?	i	4%	?	0%	-35%	10%	-2	7%
CCn1c(C(=O)Nc2c(C)cccc2C)cc2sc(Cl)cc21	.	i	.	.	5%	-10%	.	.	-25%
O=S(=O)(Nc1ccc(S(=O)(=O)Nc2ncccn2)cc1)c1ccccc1	-11%	i	10%	0%	15%	-4%	7%	6	-2%
COc1ccccc1CCC(=O)OCC(=O)NCc1ccc(OC)c(OC)c1	-2%	i	-1%	-6%	16%	4%	8%	21	29%
Cn1c(=O)c2c(nc(NCc3ccco3)n2CCc2ccccc2)n(C)c1=O	-3%	i	0%	-13%	-19%	-16%	-7%	-18	?
CC(=O)Nc1ccc(S(=O)(=O)Nc2nccs2)cc1	-3%	i	8%	3%	6%	-3%	6%	16	0%
COc1ccc(/C=N/NC(=O)c2ccc3nc[nH]c3c2)c(OC)c1	10%	i	0%	?	0%	.	-21%	-4	-24%
Fc1cccc(CN2CCN(C(=S)NCCc3ccccc3)CC2)c1	-2%	i	-3%	18%	-2%	-15%	1%	?	-3%
O=C(/C=C/c1ccc(Cl)c([N+](=O)[O-])c1)Nc1ccc(N2CCCC2)c(Cl)c1	-24%	?	?	?	-6%	-30%	13µM*	-25	0%
O=C(NCc1cccs1)C(=O)c1c[nH]c2ccccc12	-4%	i	-1%	0%	?	35%	-2%	0	2%
Cc1cc(C(=O)NNc2c(Cl)cccc2Cl)n(C(C)(C)C)n1	7%	i	-3%	?	-7%	2%	0%	-7	-6%
O=C(O)c1cccc(NC(=S)N/N=C/c2ccccn2)c1	-1%	i	12%	-4%	0%	.	0%	8	-4%
O=S(=O)(Cc1ccccc1Cl)NCc1ccccc1	-75%[inhibitor]	i	-1%	?	6%	11%	5%	13	1%
O=C(COc1cccnc1[N+](=O)[O-])Nc1ccc(F)cc1	-5%	i	22%	-8%	-5%	9%	21%	-1	11%
COc1ccc(NC(=O)c2cc(-c3cc(Cl)ccc3OC)n[nH]2)cc1OC	.	i	?	.	-9%	?	?	-65*	-19%
O=S(=O)(c1cc(Cl)ccc1Cl)N1CCN(Cc2ccc3c(c2)OCO3)CC1	-11%	i	-12%	19%	4%	-12%	-7%	21	-1%
O=C(Cn1c(=O)n(Cc2ccco2)c(=O)c2c3c(sc21)CCCCC3)Nc1ccccc1	4%	i	1%	-1%	3%	-5%	1%	-1	-16%
CC1CCN(C(=O)Cn2nnc(-c3ccc(C(C)C)cc3)n2)CC1	-10%	i	4%	32%	-6%	.	-1%	24	2%
O=C(O)c1ccnc(SCC(=O)c2ccccc2)c1	9%	i	15%	-6%	6%	0%	15%	9	20%
O=C(CCl)Nc1ccc(N2CCCCCC2)cc1	21µM*	?	23µM*	15µM*	?	?	18µM*	-98*	-20%
O=C(O)CCCC(=O)N1CCN(C(c2ccccc2)c2ccccc2)CC1	1%	i	15%	10%	-1%	.	11%	7	?
Cc1ccc(NC(=O)N2CCN(C/C=C/c3ccccc3)CC2)cc1	-10%	i	5%	3%	13%	-4%	-1%	-8	17%
CN(Cc1ccccc1)c1nc2c(c(=O)[nH]c(=O)n2C)n1Cc1ccccc1	-12%	i	4%	?	2%	4%	7%	17	9.2µM*
CC#CCCCC(=O)Nc1cccc(C(=O)O)c1	-2%	i	11%	-1%	-1%	28%	3%	15	5%
O=[N+]([O-])c1cc([N+](=O)[O-])c(Oc2ccccc2F)cc1NN1CCCCC1	-8%	i	13%	-1%	21%	13%	6%	37	?
S=c1[nH]nc(-c2ccc(Cl)cc2Cl)n1-c1ccc2c(c1)OCCO2	-14%	?	-5%	3%	3%	9%	-4%	21	4%
CN(Cc1ccco1)c1ncnc2ccc(-c3ccoc3)cc12	-4%	i	.	-2%	0%	9%	.	.	-7%
COc1ccc(-c2csc(Nc3ccccc3)n2)cc1	10%	i	?	?	-2%	105%[activator]	?	-56*	?
CCOC(=O)c1ccc(N2CCOCC2)c(NC(=O)c2c(-c3ccccc3)noc2C)c1	21µM*	i	1.8µM*	10µM*	5.8µM*	-26%	2.1µM*	45	?
COc1ccc(Nc2cc(C)nc3nc(C)nn23)c(OC)c1	2%	i	2%	10%	1%	-6%	1%	13	-5%
O=C(/C=N/O)NCc1cccnc1	13µM*	i	0%	15µM*	1%	-22%	17%	14	8%
Cc1nc2nc(SCC(=O)N3CCOCC3)nn2c(C)c1Cc1ccccc1	0%	i	-1%	6%	-7%	4%	-8%	-2	-12%
Cc1cc(C(=O)NCCCC(=O)O)c(C)o1	-8%	.	0%	-3%	1%	.	1%	-2	1%
Cc1cccc(NC(=S)NC(=O)c2cc(-c3ccccc3)nc3ccccc23)c1	-8%[9.22 µM]	i	-3%	-19%	0%	-1%	-2%	15	-1%

Hits appear at their usual frequency; overall some 11% were active at least once.
